Assay outcomes from PubChem.
FN deposit inh: fibronectin deposition inhibition; AH1F fibroblasts, Alexa488-fibronectin deposition fluorescence, overnight; inhibition, % at 12.6 µM; 0.086% of 350,000 active; AID 743247;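 active = mean inhibition across replicates of 30% or more, regardless of how many single replicates reach that level; inconclusive = mean under 30% yet at least half of replicates reach 30%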;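 also: positive control wells lacked labelled fibronectin entirely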
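Assay system: AH1F fibroblast monolayer, labelled fibronectin deposition. Amount: 10000 cells per well. Also added: labelled fibronectin 24 nM. Compound: single-point pinned compound. Incubation: cell attachment 1 h, compound and FN exposure overnight. Detection: fluorescence after three HBSS washes, excitation 485 nm, emission 525 nm. Read-out: inhibition of fibronectin deposition signal.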
PAX8 reporter: PAX8 transcriptional activity inhibition | RMG-I TPO-luciferase reporter, SteadyGlo, 24 h | inhibition, % at 12.6 µM | 1.2% of 360,000 active | AID 652154;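 active = mean replicate inhibition at least 60% with every replicate also reaching 60%; inconclusive = only one of the two criteria is met; inactive = mean below 60% and not all replicates reaching 60%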;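 also: luciferase light reporting Pax8 driven TPO promoter activity; plate controls were median of neutral control wells for no effect and mitoxantrone controls for full effect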
DENV2 CPE rescue: DENV2-induced cell death inhibition; DENV2-infected cells, cytopathic effect rescue, plate reader; CPE inhibition, % at 9.99 µM; 1.7% of 350,000 active; in the data active = CPE inhibition above about 20%, passing the limit was not always enough; inconclusive = no clear call, values can overlap the other calls; tested in BHK-21 cells;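 also: 0% = median of neutral control wells and 100% = median of positive control wells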
miR122 inh: inhibitors of miR-122 in Huh7 cells; activation (reporter increase), % at 12.5 µM; AID 602342; 0.3% of 340,000 active; Huh7 miR-122 Renilla luciferase sensor, 48 h; neutral wells = 0, positive control = 100;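 active = mean replicate activation score at least 90 and every replicate individually at or above 90; inconclusive = only one of the two criteria met; inactive = neither criterion met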;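 also: higher luciferase means less miR-122 activity so hits act as miR-122 inhibitors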
INS-1E GSIS act: GLuc luminescence reporter in INS-1E cells, primary screen for activators of glucose-dependent secretion of insulin; INS-1E GLuc reporter insulin secretion, 2-3 h; activation, % at 16.6 µM; 0.61% of 370,000 active;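 active = lowest replicate activation of at least 40%, so every replicate reaches that level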;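 also: 0% = median of neutral control wells and 100% = median of IBMX positive control wells; some compounds called inactive have numbers as strong as hits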
F508del corr: correctors of CFTR F508del function in bronchial epithelial cells | activity (quench increase), % at 7.58 µM | CFBE cells, YFP halide quenching; stimulated with forskolin plus potentiator P3; % fluorescence drop versus neutral controls | 0.36% of 350,000 active;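 active = mean added fluorescence quench of at least 8% versus neutral control, with both replicates also reaching 8%; inconclusive = only one of the mean or replicate conditions met; inactive = mean below 8% and not both replicates reaching 8%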;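 also: cells transiently co-express mutant CFTR-F508del with the halide-sensitive YFP; corrector assay measuring rescue of mutant channel to the surface after 24 h compound exposure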
EWS-Fli inh: blocks EWS/Fli oncoprotein-driven transcription. A673 NR0B1-luciferase reporter, viability-normalised. inhibition, % at 12.6 µM. 0.67% of 350,000 active;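 active = mean inhibition of at least 50% after viability correction, with every replicate also passing that limit; inconclusive = mean reaches 50% but only one of two replicates passes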;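 also: firefly luciferase signal divided by Alamar Blue viability fluorescence both relative to DMSO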
* = called active by the depositor; ? = inconclusive; . = no result given; & = joins results of further samples; [ ] = another dose, or the depositor's remark.

SMILES | F508del corr | FN deposit inh | PAX8 reporter | DENV2 CPE rescue | INS-1E GSIS act | miR122 inh | EWS-Fli inh
COc1cc(NC(=O)c2ccc3c(c2)OCCO3)ccc1NC(=O)c1cccs1 | 0.7 | . | -46 | -4 | -31 | . | -37
CC1CCCC(C)N1C(=O)COc1ccc(C(=O)N/N=C/c2ccc(C(=O)O)cc2)cc1 (stereo not drawn) | 2.2 | -10 | -10 | 0 | 2 | -2 | -2
CCOC(=O)C1=CCC(c2ccccc2C)N(S(=O)(=O)c2ccc(C)cc2)C1 (stereo not drawn) | -2.2 | -12 | -10 | 2 | -9 | 1 | -9
O=C(NCc1ccccc1)C1=C[C@H](c2csc3ccccc23)C[C@H](OCCCCO)O1 | -0.3&0.0 | -7 | 34 | 2&-3 | 2 | 16 | 11&-3
O=C(NC(Cc1ccccc1)C(=O)O)/C(=C\c1ccc(Br)cc1)NC(=O)c1ccc(Br)o1 (stereo not drawn) | -1.7 | -8 | -9 | -4 | -7 | -6 | -1
COc1ccccc1CN1[C@H](CO)[C@H]2c3ccccc3N(C(=O)c3cccnc3)C[C@H]21 | -3.8 | 0 | -21 | -13 | 8 | 21[16.7 µM] | -1
COc1ccccc1N1CCN(C(CNS(=O)(=O)c2ccccc2)c2ccccc2)CC1 (stereo not drawn) | -2.3 | 9 | -6 | -4 | -14 | 7 | -2
O=C(C[C@H]1CC[C@H]2[C@@H](COC[C@H](O)CN2C(=O)Nc2ccccc2)O1)NC1Cc2ccccc2C1 | -2.5 | -4 | 5 | -5 | -20 | -4[16.7 µM] | -15
COc1ccc(CNC(=O)CN2C(=O)CSc3ccc(S(=O)(=O)N4CCCCC4)cc32)cc1 | -0.4 | 1 | 15 | 10 | -30 | -1 | .
CNC(=S)N1CCC(NC(=O)C23CC4CC(CC(C4)C2)C3)CC1 | 0.1 | -4 | 4 | 3 | 1 | -4 | 6
Cc1cccc(C)c1NC(=O)Cn1nnc(C(=O)Nc2ccc(F)cc2F)c1N | -2.4 | 4 | 0 | 15 | -4 | 7 | -2
CC1(c2ccc(Cl)cc2Cl)NC(=O)N(CC(=O)N2CCN(C(=O)c3ccco3)CC2)C1=O (stereo not drawn) | 0.0 | 4 | -3 | 5 | -5 | -3 | -1
Cc1ccc(C)c(NC(=O)CN(C)C(=O)c2cc3ccccc3o2)c1 | 4.1 | 10 | 26 | 7 | -7 | . | -3
O=[N+]([O-])c1ccc2ccn(C3OCC(O)C(O)C3O)c2c1 (stereo not drawn) | -1.2 | -5 | 16 | -1 | 8 | . | 1
CC(C)(C)NC(=O)CSc1nc2ccc(NC(=O)CSc3nnc(N)s3)cc2s1 | -1.4 | 3 | 34 | ? | -24 | . | 35
C=C(C)[C@@H]1CC=C(CN2CCN(Cc3ccccc3)CC2)CC1 | 0.0 | -3 | 13 | 8 | -1 | . | -5
COc1cccc(CN2CCN(CCCc3ccccc3)C(CCO)C2)c1O (stereo not drawn) | -1.9 | 2 | -9 | 3 | 3 | -1 | 9
O=C(Cn1cnc2ccccc2c1=O)c1c[nH]c2ccccc12 | . | -12 | . | . | 10 | -2 | .
CCOc1ccc(CCNC(=O)CCc2nnc3ccc(N4CCOCC4)nn23)cc1 | -0.3 | -13 | -8 | -3 | 6 | -5 | -8
CNC(=O)COc1cccc(C(=O)NCc2ccccc2)c1 | . | -3 | 0 | . | 2 | . | .

Part of the list above in order of SMILES length, descending:
SMILES | F508del corr | FN deposit inh | PAX8 reporter | DENV2 CPE rescue | INS-1E GSIS act | miR122 inh | EWS-Fli inh
O=C(C[C@H]1CC[C@H]2[C@@H](COC[C@H](O)CN2C(=O)Nc2ccccc2)O1)NC1Cc2ccccc2C1 | -2.5 | -4 | 5 | -5 | -20 | -4[16.7 µM] | -15
CC1CCCC(C)N1C(=O)COc1ccc(C(=O)N/N=C/c2ccc(C(=O)O)cc2)cc1 (stereo not drawn) | 2.2 | -10 | -10 | 0 | 2 | -2 | -2
CC(C)(C)NC(=O)CSc1nc2ccc(NC(=O)CSc3nnc(N)s3)cc2s1 | -1.4 | 3 | 34 | ? | -24 | . | 35
CCOc1ccc(CCNC(=O)CCc2nnc3ccc(N4CCOCC4)nn23)cc1 | -0.3 | -13 | -8 | -3 | 6 | -5 | -8
Cc1ccc(C)c(NC(=O)CN(C)C(=O)c2cc3ccccc3o2)c1 | 4.1 | 10 | 26 | 7 | -7 | . | -3
O=[N+]([O-])c1ccc2ccn(C3OCC(O)C(O)C3O)c2c1 (stereo not drawn) | -1.2 | -5 | 16 | -1 | 8 | . | 1

The list goes on:
SMILES | F508del corr | FN deposit inh | PAX8 reporter | DENV2 CPE rescue | INS-1E GSIS act | miR122 inh | EWS-Fli inh
O=c1cc(CS(=O)(=O)c2ccccc2)nc(-c2ccncc2)[nH]1 | 1.1 | 8 | 2 | -5 | 14 | . | 5
COc1ccc(NC(=O)C2(C)CCCN(C(C)=O)C2)cc1F (stereo not drawn) | -0.8 | 9 | 9 | -4 | -2 | . | -12
O=C(/C=C/c1cccc(Cl)c1)Nc1ncccn1 | . | -4 | -58 | . | 22 | . | .
NC(=O)c1c(-c2ccccc2)oc2ccc(O)cc12 | . | 1 | . | . | -3 | -3 | .
C[C@@H]1CN([C@H](C)CO)S(=O)(=O)c2ccc(/C=C/c3ccccc3)cc2O[C@H]1CN(C)C(=O)Nc1cc(F)ccc1F | 0.2 | 0 | 37 | 19 | 6 | 17[16.7 µM] | 20
Cc1ccc(C)c(S(=O)(=O)NC(Cc2c[nH]c3ccccc23)C(=O)O)c1 (stereo not drawn) | 0.9 | -13 | 17 | 0 | 17 | -3 | 1
COc1ccc(CN2CCN(C(=O)c3cccc4ccccc34)CC2)cc1Br | 2.7 | 3 | 17 | -1 | -6 | 14 | 6
Cc1cccc(C(=O)NNc2ncnc3c2cnn3C)c1 | -0.6 | 1 | -6 | 2 | 14 | . | 1
COc1cccc(-c2ccc3n(c2=O)C[C@@H]2N[C@H]3[C@H](C(=O)N3CCCCC3)[C@H]2CO)c1 | -2.4 | -7 | -12 | -8 | 13 | -3[16.7 µM] | -4
CCOc1ccc(CCNC(=O)COC(=O)CNS(=O)(=O)c2ccc(C)cc2)cc1OCC | 1.1 | . | -16 | 2 | -3 | 0 | -1
CCOc1ccc(NS(=O)(=O)c2csc(C(N)=O)c2)cc1 | 0.4 | -10 | -3 | -7 | -3 | 12 | 7
COCCCNC(=O)c1cc2cc([N+](=O)[O-])cc(OC)c2oc1=O | -1.6 | 0 | -16 | -5 | 12 | -3 | 5
CCOc1ccc(S(=O)(=O)N2CCCCC2)cc1NC(=O)CN1C(=O)NC(C)(C2CC2)C1=O (stereo not drawn) | 0.3 | 4 | -9 | -9 | -3 | . | 3
CN(C)c1nc(NCc2ccccc2)nc(N/N=C/c2ccc(Cl)cc2Cl)n1 | . | -2 | -3 | . | . | -2 | .
O=[N+]([O-])c1ccccc1S(=O)(=O)N1CCCCC1 | . | -2 | -25 | . | -1 | -7 | .
Cc1cccc(N2CCN(C(=O)CSc3nnnn3C3CC3)CC2)c1C | 0.0 | 2 | -12 | 0 | -4 | -3 | -15
Cc1ccc(Cn2c(SCC(=O)N3CC(=O)Nc4ccccc43)nc3ccccc3c2=O)cc1 | . | 4 | -2 | 0 | 11 | . | -5
Cc1c(Cl)cnc(NC(=O)COC(=O)c2nn(C)c(=O)c3ccccc23)c1Cl | . | 1 | -18 | -1 | 18 | . | 12
COc1ccc(NC(=O)N(C)C[C@@H]2Oc3ccc(N(C)C)cc3C(=O)N([C@H](C)CO)C[C@H]2C)cc1 | 0.9 | -1 | -16 | -3 | 15 | 3[16.7 µM] | .
Cc1ccc(S(=O)(=O)Nc2cccc(C(=O)NCC(c3ccccc3)N(C)C)c2)cc1F (stereo not drawn) | -4.2 | 9 | -5 | -8 | -16 | . | -1
COc1cccc(S(=O)(=O)N2C[C@@H](O)COC[C@H]3O[C@@H](CC(=O)Nc4ccccc4)CC[C@@H]32)c1 | -4.6 | 1 | 1 | 6 | 1 | 1[16.7 µM] | -3
COc1ccccc1C(CNC(=O)c1cccc(S(=O)(=O)Nc2ccc(F)cc2)c1)N1CCCC1 (stereo not drawn) | 2.3 | 3 | -1 | -6 | -19 | . | 10
COc1ccc(CNc2nc3c(c(=O)n(Cc4ccc(Cl)cc4)c(=O)n3C)n2C)cc1 | . | -2 | 34 | . | . | 1 | .
O=C(C[C@H]1CC[C@H]2[C@@H](COC[C@H](O)CN2Cc2ccc(Oc3ccccc3)cc2)O1)N1CCCCC1 | 1.0 | 0 | 9 | -5 | -24 | 3[16.7 µM] | 10
CC(=O)c1ccc(NC(=O)c2sc3nc(N4CCOCC4)c4c(c3c2N)CCCC4)cc1 | 0.8 | 1 | -42 | 9 | 19 | -7 | .
CCc1sc(N2[C@@H](C#N)[C@@H](c3ccccc3-c3ccc(F)cc3)[C@@H]2CO)nc1C | 0.7 | 2 | -14 | 0 | 3 | . | 4
CC(=O)c1coc2ccc(OCCN3CCCCC3)cc12 | -2.8 | . | . | 2 | 2 | . | -3
COc1nc(=O)n(C2C=CC(=O)O2)cc1F (stereo not drawn) | 0.2 | 1 | 29 | 2 | . | . | 1
CCCNC(=O)N1CC(=O)N2[C@H](CO)[C@H](c3ccc(C#Cc4cccc(OC)c4)cc3)[C@H]2C1 | 2.6 | -1 | -11 | 2 | -24 | . | 1
O=C(CN1C(=O)CSc2ncccc21)Nc1cccc(Cl)c1 | -0.9 | -12 | -7 | 1 | . | -6 | -4
CN(C(=O)CSc1nnc(Cc2ccccc2F)n1N)C1CCCCC1 | -0.6 | . | -45 | -5 | -1 | . | -54
O=C([C@H]1[C@H](CO)[C@H]2Cn3c(ccc(-c4ccccc4)c3=O)[C@@H]1N2CCC(F)(F)F)N1CCCCC1 | -0.5 | . | -7 | 9 | 1 | 4[16.7 µM] | 2
C[C@@H]1CN([C@@H](C)CO)C(=O)c2cc(Br)cnc2O[C@@H]1CN(C)Cc1ccccc1 | 1.3 | . | . | 5 | 7 | 4[16.7 µM] | 0
S=c1[nH]nc(-c2ccc(Cl)cc2)n1-c1ccc(Cl)cc1 | -1.4 | 7 | 15 | 14 | -7 | -2 | 4
COc1ccc(S(N)(=O)=O)cc1C(=O)NNC(=O)CN(C)S(=O)(=O)c1ccc(Cl)cc1 | 3.5 | 5 | -13 | ? | -5 | -1 | -8
O=C(NCc1ccccc1)C1=C[C@H](c2ccc3c(c2)OCO3)C[C@H](OCCCCO)O1 | -1.2&-1.1 | 6 | 1&0 | 7&-2 | . | -3 | 4&10
CCNC(=O)[C@H]1[C@H](CO)[C@H]2Cn3c(ccc(-c4ccccc4)c3=O)[C@@H]1N2Cc1cccnc1 | 0.3 | . | . | 4 | 9 | 3[16.7 µM] | -5
COCCNC(=O)/C(=C/c1ccccc1Cl)c1ccccc1 | . | -6 | -15 | . | 32 | . | .
CC(C)NC(=O)Nc1cccc2c1O[C@H](CN(C)CC1CCCCC1)[C@@H](C)CN([C@H](C)CO)C2=O | -1.9 | . | -6 | -4 | -1 | -2[16.7 µM] | 1
O=C(N[C@@H]1CC[C@H](CCNS(=O)(=O)c2ccccc2)O[C@H]1CO)c1cnccn1 | -0.6 | . | -6 | 10 | -5 | . | -4
